ATXN2 expr inh: Primary qHTS for Inhibitors of ATXN expression; HEK-293 ATXN2-luciferase reporter, luminescence, 24 h; Potency, µM (highest dose often 57 µM), without a hit: top-dose activity change, negative = inhibition, usual class: inhibitors; actives 0.72% (n = 360,000); AID 1745845, 2022; also: % is scaled to controls: 0 for no effect and ±100 for the full control effect; nearly all actives have a fitted effect of over 55% in size
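qHTS (up to 57 uM final) was run with 24 h compound exposure of reporter cells at 37 °C. Each well was multiplexed: SteadyGlo luminescence measured ATXN2-luciferase expression after a fluorogenic Gly-Phe-AFC viability readout (25 uM final).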
Nrf2 ARE act: qHTS of Nrf2 Activators. AREc32 ARE-luciferase reporter (MCF7-derived line), luminescence, 24 h. Potency, µM (series often up to 46.1 µM), for inactives: at the top dose activation, most hits filed as activators. actives 0.31% (n = 410,000). AID 624171, 2012; also: % of control where 0% means no effect; nearly all actives have a fitted effect of over 65% in size
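AREc32_Fluc, 1000 cells/well, OPTI-MEM + 5% FBS, o/n 37 deg C 5% CO2; 23 nL cpd by pin tool, 24 hr; Steady-Glo 30 min RT, luminescence.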
MCF10A rereplic: A quantitative high throughput screen for small molecules that induce DNA re-replication in MCF 10a normal breast cells; MCF 10A DNA re-replication, Hoechst nuclear intensity, 48 h; Potency, µM (titrated, usually from 46.1 µM), for inactives: at the highest dose activity, positive = re-replication, usual class: activators; actives 2.9% (n = 350,000); also: % of control where 0% means no effect; nearly all actives have a fitted effect of over 50% in size
HepG2 viability: qHTS for Inhibitors of TGF-b: Cytotox Counterscreen; HepG2 CAGA-GFP viability, ATP luminescence, 18 h; Potency, µM (top dose mostly 46.1 µM), without a hit: at the highest dose activity change, negative = cytotoxicity, most hits filed as cytotoxic; actives 0.76% (n = 410,000); also: some results filed as inactive show a strong effect at the top dose
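HepG2 CAGA-GFP cells (1000/well, DMEM with 1% FBS) received compound, then TGF-beta at 500 pg/mL final, and were incubated 18 hours at 37 degrees C. Viability was read by CellTiter-Glo luminescence. Media-only wells were set as complete cell-killing and DMSO as no toxicity.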
ATXN viability: Viability Counterscreen for Primary qHTS for Inhibitors of ATXN expression. actives 0.49% (n = 400,000). Potency, µM (series often up to 56.7 µM), hits mostly cytotoxic. S2 cells (HEK-293 line with an ATXN2-luciferase reporter) viability, CellTiter-Fluor protease fluorescence, 24 h; also: nearly all actives have a fitted effect of over 40% in size
EPAC2 antagonist: qHTS for Antagonist of cAMP-regulated guanine nucleotide exchange factor 2 (EPAC2): primary screen. Rap guanine nucleotide exchange factor 4 (Homo sapiens), Q8WZA2. EPAC2 GEF exchange of Rap1B-BODIPY-GDP, fluorescence. Potency, µM (highest dose often 114 µM), inactives show at the top dose activity, negative = inhibition, most hits filed as inhibitors. actives 0.18% (n = 360,000); also: % is scaled to controls: 0 for no effect and ±100 for the full control effect; nearly all actives have a fitted effect of over 45% in size; many of its hits are not listed in these tables
Target sequence (Q8WZA2 whole entry, looked up): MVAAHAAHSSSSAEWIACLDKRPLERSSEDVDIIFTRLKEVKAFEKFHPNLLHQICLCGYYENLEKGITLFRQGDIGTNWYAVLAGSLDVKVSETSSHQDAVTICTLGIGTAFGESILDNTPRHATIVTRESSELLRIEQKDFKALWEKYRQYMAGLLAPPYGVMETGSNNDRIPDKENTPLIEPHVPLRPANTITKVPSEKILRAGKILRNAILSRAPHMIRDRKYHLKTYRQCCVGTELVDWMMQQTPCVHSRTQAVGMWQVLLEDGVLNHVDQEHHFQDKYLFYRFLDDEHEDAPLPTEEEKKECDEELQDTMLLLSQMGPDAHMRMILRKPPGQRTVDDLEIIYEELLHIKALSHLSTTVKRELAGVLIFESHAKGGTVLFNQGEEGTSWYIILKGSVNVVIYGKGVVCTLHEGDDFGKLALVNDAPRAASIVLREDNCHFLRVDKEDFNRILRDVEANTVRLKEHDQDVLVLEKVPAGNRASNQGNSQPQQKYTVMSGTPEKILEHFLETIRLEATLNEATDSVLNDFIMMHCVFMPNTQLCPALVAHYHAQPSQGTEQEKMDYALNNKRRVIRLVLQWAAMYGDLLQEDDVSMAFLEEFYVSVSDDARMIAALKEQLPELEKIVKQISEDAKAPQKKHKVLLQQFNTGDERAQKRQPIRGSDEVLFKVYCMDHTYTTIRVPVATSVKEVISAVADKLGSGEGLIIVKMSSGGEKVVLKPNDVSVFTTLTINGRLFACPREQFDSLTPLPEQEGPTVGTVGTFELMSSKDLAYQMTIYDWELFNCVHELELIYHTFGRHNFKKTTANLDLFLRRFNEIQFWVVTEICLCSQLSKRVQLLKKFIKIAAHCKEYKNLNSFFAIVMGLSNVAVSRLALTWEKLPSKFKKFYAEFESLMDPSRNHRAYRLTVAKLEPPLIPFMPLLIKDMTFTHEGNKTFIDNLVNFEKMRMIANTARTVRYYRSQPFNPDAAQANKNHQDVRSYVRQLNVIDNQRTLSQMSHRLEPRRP
TGFb SMAD3 inh: qHTS for Inhibitors of TGF-b; HepG2 CAGA-GFP TGF-b/SMAD3 reporter, GFP fluorescence, 18 h; TGF-beta stimulated, 500 pg/mL final; actives 1.2% (n = 410,000); AID 588855, 2011; Potency, µM (doses to about 46.1 µM), inactives show at the highest dose activity, negative = inhibition, usual class: inhibitors; also: % is scaled to controls: 0 for no effect and ±100 for the full control effect; nearly all actives have a fitted effect of over 65% in size
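HEPG2 CAGA-GFP, 1000 cells/well; 2 h settle, 37 C; cpd via pin tool; TGF-b 500 pg/mL final; 18 h, 37 C; GFP imaging ex488/em500-530; %Activity normalised to -TGF-b and +DMSO controls; CRC fit, curve class.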
A549 tox: Nrf2 qHTS screen for inhibitors: counterscreen for cytotoxicity; A549 ARE-Fluc cells, CellTiter-Fluor viability, 18-24 h; AID 504648, 2011; Potency, µM (top dose mostly 46 µM), for inactives: top-dose activity change, negative = cytotoxicity, most hits filed as inhibitors; actives 0.16% (n = 390,000); also: % is scaled to controls: 0 for no effect and ±100 for the full control effect
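Cytotoxicity counterscreen: CellTiter-Fluor fluorescence was measured in A549 ARE_Fluc cells after 18-24 h of compound exposure in a concentration series. The subsequent BugLite luminescent read reports ARE-luciferase activity.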
Nrf2 inh: Nrf2 qHTS screen for inhibitors. AID 504444, 2011. A549 ARE-Fluc reporter, luciferase luminescence, 18-24 h. Potency, µM (doses to about 46 µM), for the others: at the top dose activity change, negative = inhibition, hits mostly inhibitors. actives 2.1% (n = 360,000); also: % is scaled to controls: 0 for no effect and ±100 for the full control effect; nearly all actives have a fitted effect of over 60% in size
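A549 ARE_Fluc cells, 5000/well, 5% FBS OPTI-MEM; compounds in dose-response, 18-24 h at 37 °C/5% CO2; CellTiter-Fluor viability read (Ex 405/Em 525), then BugLite luciferase luminescence = Nrf2 activity.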
* hit, by the source's call; i = inactive; u = inconclusive; x = no result given; [ ] = dose if it differs, or a comment. Calls follow the shape of the dose curve; as a rule, active = well fitted curve in the direction sought with a large enough effect; inconclusive = small, poorly fitted or top-dose-only effect, or another doubt; inactive = no such curve, though single readings can be large; an effect the other way counts as inactive or inconclusive. Potency is read from the fitted curve at half-maximal effect.

entry | SMILES | ATXN2 expr inh | Nrf2 ARE act | MCF10A rereplic | HepG2 viability | ATXN viability | EPAC2 antagonist | TGFb SMAD3 inh | A549 tox | Nrf2 inh
1 | CCN(CC(=O)Nc1ccc(NC(C)=O)cc1)C(=O)C1CC(=O)N(Cc2ccc(C)cc2)C1 (centres undefined) | -6% | 0.4% | 6% | -23% | i | 3% | -7% | -1% | 6%
2 | COc1cc(C(=O)O)ccc1OC(C)=O | -5% | -1.5% | -3% | -22% | i | 2% | -9% | -3% | -11%
3 | COc1ccc([C@H]2C[C@@H](n3cc(COC(=O)c4ccccc4)nn3)[C@H](O)CN2CC2CCCCC2)cc1 | -10% | 2.2% | x | -11% | i | -2% | -6% | x | x
4 | Brc1ccc(-c2noc(COc3ccc4ccccc4c3)n2)o1 | 14% | -0.3% | -1% | -50% | i | 5% | u | -1% | 11%
5 | Cc1cc(N2CC(C(=O)O)CC2=O)ccc1Br (centres undefined) | -35% | -0.8% | 1% | 7% | i | 9% | 22% | 1% | x
6 | CCCCn1c(SCC(=O)c2ccccc2)nc2ccsc2c1=O | -19% | 3.7% | 16% | -18% | i | 12% | u | -18% | u
7 | Cn1/c(=N/N=C/c2ccc(Cl)c([N+](=O)[O-])c2)sc2ccccc21 | 1% | 6.3% | -1% | -12% | i | 11% | 7% | 1% | 26%
8 | COc1nc(-c2ccccc2)cc(-c2ccc(OC)c(OC)c2)n1 | 0% | 7.0% | u | -5% | i | -7% | 3% | -23% | u
9 | O=C(C1CN(C(=O)c2cc3ccccc3o2)c2ccccc2O1)N1CCCCC1 (centres undefined) | x | 3.5% | x | -24% | i | 2% | -7% | x | x
10 | O=C(O)/C=C/C(=O)Nc1ccc2c(c1)C(=O)c1ccccc1C2=O | x | 6.0% | -1% | -13% | i | -9% | -19% | u | 25%
11 | Fc1ccc(C(CNC(=S)NC2CCCCC2)N2CCOCC2)cc1 (centres undefined) | -20% | -0.3% | 8% | -7% | i | -17% | -6% | 1% | 1%
12 | O/N=C/c1cc2ccccc2n1Cc1ccccc1F | x | -0.5% | 14% | -45% | x | -6% | -33% | 1% | 1%
13 | N/C(=N\OC(=O)CC1CCCCC1)c1ccncc1 | 15% | 1.1% | -5% | 6% | i | -1% | 24% | 4% | u
14 | Cn1cccc1Cc1nnc(SCC(=O)Nc2ccccc2)n1-c1ccc(F)cc1 | -5% | 0.3% | -5% | -15% | i | 3% | 1% | 3% | 10%
15 | Cc1cc(/C=C2\SC(=O)N(C)C2=O)c(C)n1-c1cccc(C(=O)O)c1 | -1% | 5.0% | -6% | -17% | i | -5% | 4% | -13% | 3%
16 | COc1ccc2c(c1)CC(NC(=O)Nc1ccc(NC(C)=O)cc1)CO2 (centres undefined) | x | 0.1% | x | 4% | x | x | -6% | 2% | x
17 | Cc1cccc(Nc2c3c(nc4ncnn24)CCC3)c1 | x | -0.3% | 1% | -5% | i | 4%[57.1 µM] | -4% | 4% | -21%
18 | CCC(O)(CC)C(=O)NN(C(=O)Nc1csc2c1CCCC2)c1ccccc1 | 3% | -0.2% | u | -18% | i | -7% | -1% | 2% | 4%
19 | Cc1ccccc1CNC(=O)c1ccccc1C(=O)O | 5% | -0.5% | 2% | 6% | i | 17% | -11% | 10% | 9%
20 | COc1ccc(CNC(=O)CN(C(=O)CCC(=O)Nc2nccs2)c2ccc3c(c2)OCO3)cc1 | 5% | 0.0% | -3% | 11% | i | 5% | 5% | -1% | u
21 | COCCCn1c(SCC(=O)Nc2ccccc2)nnc1-c1ccncc1 | 1% | 0.3% | 0% | 2% | i | 5% | -8% | -1% | 11%
22 | COc1ccc(C(=O)NCc2ccc3c(c2)OCO3)cc1S(=O)(=O)N(C)Cc1ccccc1 | -4% | -0.2% | 1% | -10% | i | -1% | -12% | 12% | -19%
23 | C=C1CC2C(=O)N(Cc3cc(OC)ccc3OC)C(C(=O)OCC)C1N2C (centres undefined) | x | x | x | -26% | x | x | 2% | -1% | 19%
24 | Cc1ccc(C(=O)NC(=S)Nc2cc(-c3nc4ccccc4s3)ccc2C)cc1 | 4% | 1.4% | u | -2% | u | -4% | -28% | -4% | u
25 | CCCS(=O)(=O)c1nc(S(=O)(=O)c2ccc(C)cc2)c(NC(C)c2ccccc2)s1 (centres undefined) | x | 12% | x | -61% | x | x | x | 6% | 1%
26 | Oc1ccc(C[C@H]2CNCCN2CCCCC2CCCCC2)cc1 | 0% | -3.7% | 195% | -111% | u | 6% | u | 9% | 11%
27 | Cc1cccc(C(C)C)c1NC(=O)C(NS(=O)(=O)c1cccc2nsnc12)c1ccccc1 (centres undefined) | 1% | 5.0% | x | -13% | u | x | -21% | -10% | 4%
28 | CC(C)=CCCC(C)CN1CCC(n2nccc2NC(=O)c2cccnc2)CC1 (centres undefined) | 0% | -0.6% | 0% | -24% | i | -5% | 3% | -2% | -15%
29 | CCc1ccccc1NC(=O)CSc1nc2cc(C(=O)NCC3CCCO3)ccc2c(=O)n1CC1CCCO1 (centres undefined) | x | 0.0% | x | -10% | i | -3% | -1% | x | x
30 | Cc1cccc(NC(=O)c2ccc(S(=O)(=O)N3CCCCC3C)cc2)n1 (centres undefined) | -2% | 3.2% | 19% | -73% | i | 7% | 0% | 6% | -9%
31 | Cc1noc(C)c1S(=O)(=O)Nc1ccc(C(=O)NCc2ccccc2)cc1 | 2% | 0.3% | 4% | -1% | u | 15% | -6% | -6% | 1%
32 | C#CCOCCOCCOCCNc1nc(N2CCN(C(=O)[C@H](CCCCN)n3cc(CN)nn3)CC2)nc(N2CCN(C(=O)[C@H](CCC(=O)O)n3cc(CN)nn3)CC2)n1 | 2% | -1.6% | -2% | 2% | i | 7% | -8% | 2% | 6%
33 | COc1cccc(-c2cc(C(F)(F)F)n3nc(-c4ccc(C)cc4)cc3n2)c1 | 9% | 0.2% | x | -15% | i | x | -13% | 3% | 10%
34 | Cc1ccc(-c2nn(C)c(=O)c3ccccc23)cc1S(=O)(=O)NCCO | 54%[activator] | 2.7% | u | -6% | i | 7% | 23% | 14% | x
35 | Cc1ccccc1NC(=O)CCn1cnc2onc(-c3ccc(F)cc3)c2c1=O | x | 0.3% | x | -3% | x | x | -13% | -1% | -18%
36 | CSC[C@H]1CN(Cc2ccccc2)C(=O)[C@@H]1CC(=O)Nc1ccccc1 | 3% | 0.4% | x | 1% | i | -3% | 16% | x | x
37 | COC(=O)Cn1ncc2c3ccccc3n(Cc3ccccc3)c2c1=O | -1% | -0.4% | 8% | 1% | i | -3% | -8% | -4% | u
38 | CN(C)CCNc1nc(-c2ccccc2)c2c(c1C#N)CC(C)(C)OC2 | -3% | -0.1% | 5% | -1% | i | -14% | 39% | 18% | 12%
39 | OC[C@@H]1CN(Cc2ccco2)C[C@H](n2cnc3c(NC4CCC4)ncnc32)O1 | 1% | 0.2%[9.22 µM] | x | 1% | i | 8% | 24% | x | x
40 | N#Cc1ccc(C(=O)Nc2nc(SCc3ccc(Cl)cc3)n[nH]2)cc1 | 0%[11.3 µM] | -0.4% | 1% | -4% | i | 0% | -2% | 0% | -16%

5 consecutive compounds already listed, for reference:
entry | SMILES | ATXN2 expr inh | Nrf2 ARE act | MCF10A rereplic | HepG2 viability | ATXN viability | EPAC2 antagonist | TGFb SMAD3 inh | A549 tox | Nrf2 inh
21 | COCCCn1c(SCC(=O)Nc2ccccc2)nnc1-c1ccncc1 | 1% | 0.3% | 0% | 2% | i | 5% | -8% | -1% | 11%
22 | COc1ccc(C(=O)NCc2ccc3c(c2)OCO3)cc1S(=O)(=O)N(C)Cc1ccccc1 | -4% | -0.2% | 1% | -10% | i | -1% | -12% | 12% | -19%
23 | C=C1CC2C(=O)N(Cc3cc(OC)ccc3OC)C(C(=O)OCC)C1N2C (centres undefined) | x | x | x | -26% | x | x | 2% | -1% | 19%
24 | Cc1ccc(C(=O)NC(=S)Nc2cc(-c3nc4ccccc4s3)ccc2C)cc1 | 4% | 1.4% | u | -2% | u | -4% | -28% | -4% | u
25 | CCCS(=O)(=O)c1nc(S(=O)(=O)c2ccc(C)cc2)c(NC(C)c2ccccc2)s1 (centres undefined) | x | 12% | x | -61% | x | x | x | 6% | 1%

(cont.)
entry | SMILES | ATXN2 expr inh | Nrf2 ARE act | MCF10A rereplic | HepG2 viability | ATXN viability | EPAC2 antagonist | TGFb SMAD3 inh | A549 tox | Nrf2 inh
41 | Cc1cccc(OCC(=O)N2CCN(C(=O)CCC3CCCC3)CC2)c1 | -6% | 3.0% | 4% | 13% | i | 1% | -4% | -7% | -1%
42 | CCSc1ncc(Cl)c(C(=O)Nc2c(C(=O)c3ccccc3)oc3ccccc23)n1 | -6% | 1.3% | x | -1% | i | x | u | 2% | 12%
43 | CCN1C(=O)[C@H]2[C@@H](c3ccc(OC)cc3)N[C@]3(CCCN(Cc4ccc(Br)cc4)C3=O)[C@H]2C1=O | -6% | -0.3% | x | 5% | i | 6% | 4% | x | x
44 | CCC1(c2ccccc2)NC(=O)N(CC(=O)NNC(=O)COc2ccc(Cl)cc2C)C1=O (centres undefined) | -6% | 1.9% | -3% | -75% | i | -7% | -11% | -3% | -1%
45 | COC(=O)C1C(=O)C2=C(CC1C)NC(C)=C(C(=O)OC1CCCC1)C2c1ccc(N(C)C)cc1 (centres undefined) | 1% | -0.3% | 21% | -20% | i | -9% | 16% | 3% | u
46 | COc1ccccc1-c1cnn2c(NC3CCCC3)cc(C)nc12 | 72%[activator] | 3.4% | 16µM* | 2% | i | 5% | -10% | 1% | u
47 | CCn1c(=O)cc(SCC(=O)NCc2cccc(Cl)c2)c2ccccc21 | -24% | 5.2% | x | -32% | u | x | u | -1% | -19%[9.27 µM]

Compound activity (PubChem)

An excerpt; the hit share may differ from the screen's.
